Pin1 inh – qHTS Assay to Find Inhibitors of Pin1; Peptidyl-prolyl cis-trans isomerase NIMA-interacting 1 (Homo sapiens), Q13526; Pin1 FP peptide displacement, HiFluor488, 10 min; Potency, µM (series often up to 115 µM), without a hit: at the top dose activity, negative = inhibition, actives largely listed as inhibitors; hit rate 0.009% among 390,000; AID 504891, 2011; active = well fitted inhibition curve with a large enough effect in the polarisation, with a control signal flat, not every such curve was filed as active; inconclusive = small, poorly fitted or top-dose-only effect, or effect the other way, or a change in a side signal; inactive = no such curve, though single readings can be large or run the other way; the % refers to the polarisation; note: potency is the fitted concentration of half-maximal effect; % is set by controls: 0 for no effect and ±100 for the full control effect
Pol eta inh – qHTS for Inhibitors of Polymerase Eta; hit rate 1.2% among 390,000; recombinant Pol eta, fluorescent DNA replication assay; Potency, µM (series often up to 114 µM), without a hit: top-dose activity change, negative = inhibition, most hits filed as inhibitors; AID 588591, 2011; note: potency is the fitted concentration of half-maximal effect; % is set by controls: 0 for no effect and ±100 for the full control effect
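Pol eta (10 nM) was preincubated with compounds for 15 min at room temperature, after which fluorescent replication substrate (50 nM final) was added to start the reaction. Fluorescence was read kinetically at 0 and 10 min.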
JMJD2A Tudor inh – qHTS Assay for Inhibitors of JMJD2A-Tudor Domain. AlphaScreen JMJD2A-Tudor / H3K4me3 peptide binding. Potency, µM (top dose mostly 114 µM), for inactives: top-dose activity change, negative = inhibition, hits mostly inhibitors. hit rate 4.4% among 390,000. AID 504339, 2011; note: potency is the fitted concentration of half-maximal effect; % is set by controls: 0 for no effect and ±100 for the full control effect; nearly all actives have a fitted effect of over 50% in size
HP1b chromo inh – HTS for Inhibitors of HP1-beta Chromodomain Interactions with Methylated Histone Tails; AlphaScreen HP1-beta / biotin-H3K9me3 peptide binding; Potency, µM (top dose mostly 114 µM), without a hit: at the top dose activity change, negative = inhibition, most hits filed as inhibitors; AID 540317, 2011; hit rate 0.56% among 390,000; Chromobox protein homolog 1 (Homo sapiens), P83916; note: potency is the fitted concentration of half-maximal effect; nearly all actives have a fitted effect of over 70% in size; inactives centre near 23
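AlphaScreen: HP1-beta (50 nM) preformed 30 min with biotin-H3(1-18)K9me3 peptide (50 nM) in PBS pH 7.4, 0.01% Tween-20. Compound added for 30 min at RT, then streptavidin donor/nickel chelate acceptor beads (10 ug/mL) for 30 min.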
G9a block – qHTS Assay for Inhibitors of Histone Lysine Methyltransferase G9a; Potency, µM (doses to about 102 µM), without a hit: at the top dose activity, negative = inhibition, usual class: inhibitors; hit rate 8.8% among 350,000; AID 504332, 2011; G9a H3K9 monomethylation, AlphaScreen, 2 h; Histone-lysine N-methyltransferase EHMT2 (Homo sapiens), Q96KQ7; note: potency is the fitted concentration of half-maximal effect; % is set by controls: 0 for no effect and ±100 for the full control effect; nearly all actives have a fitted effect of over 75% in size
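Readings reflect AlphaScreen signal from monomethyl-H3K9 antibody detection. HMT at 20 nM; substrate b-H3K9 500 nM; cofactor SAM 20 uM; 2 h RT reaction; compounds tested as titrations in qHTS with 15 min preincubation.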
BAZ2B inh – qHTS Assay for Inhibitors of BAZ2B; Bromodomain adjacent to zinc finger domain protein 2B (Homo sapiens), Q9UIF8; AlphaScreen BAZ2B-H3K14Ac peptide displacement; Potency, µM (series often up to 114 µM), without a hit: at the highest dose activity change, negative = inhibition, most hits filed as inhibitors; hit rate 4.4% among 360,000; AID 504333, 2011; note: potency is the fitted concentration of half-maximal effect; % is set by controls: 0 for no effect and ±100 for the full control effect; nearly all actives have a fitted effect of over 60% in size
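Multi-concentration screen (max 110 uM) measuring displacement of acetylated histone H3 peptide from BAZ2B by AlphaScreen, using 50 nM protein, 50 nM peptide and 10 ug/mL streptavidin donor plus Ni-chelate acceptor beads.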
GLS inhibitor – qHTS for Inhibitors of Glutaminase (GLS) | GLS enzymatic activity, qHTS titration | Potency, µM (top dose mostly 45.5 µM), for the others: at the highest dose activity change, negative = inhibition, usual class: inhibitors | AID 624170, 2012 | Glutaminase kidney isoform, mitochondrial (Homo sapiens), O94925 | hit rate 0.21% among 410,000; note: potency is the fitted concentration of half-maximal effect; % is set by controls: 0 for no effect and ±100 for the full control effect
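hKGA in 45 mM KH2PO4 (pH 8.2), 0.02% Tween-20 with compound, then 1mM L-Glutamine (stock as added) plus glutamate oxidase/HRP/Amplex red coupling mix. Fluorescence read initially and after 30 min at RT; signal change reflects glutamate formation.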
PI4K2A inh – qHTS for small molecular inhibitors of PI4K2A; purified PI4K2A, ADP-Glo luminescence, 1 h; hits give low values; hit rate 0.13% among 420,000; AID 1346378, 2018; Phosphatidylinositol 4-kinase type 2-alpha (Homo sapiens), Q9BTU6; activity change, negative = inhibition, % at 76.9 µM; in the data active = activity change below about -50%; inconclusive = mostly about -30% to -49%;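 note: -100% = wells without enzyme as full effect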
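In this quantitative HTS, ADP production by PI4K2A was quantified luminescently after 1 h at ambient temperature; 100 microM adenosine served as plate-quality control.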
Tb PGK inh – qHTS Assay to Find Inhibitors of Phosphoglycerate Kinase; PGK/GAPDH coupled, Kinase-Glo luminescence, 60 min; AID 602233, 2012; hit rate 0.043% among 380,000; Potency, µM (series often up to 57.5 µM), for the others: at the top dose activity change, negative = inhibition, actives largely listed as inhibitors; note: potency is the fitted concentration of half-maximal effect; % is set by controls: 0 for no effect and ±100 for the full control effect; nearly all actives have a fitted effect of over 60% in size
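Luminescent ATP detection (Kinase-Glo Plus) follows a 60-minute room-temperature incubation, with wells lacking PGK as controls. Buffer: 100 mM TEA (pH 7.6), 5 mM MgCl2, 0.01% Tween-20. Coupling enzyme GAPDH (100 nM final) supplies unstable 1,3-BPG in-well.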
Numbers without * were called inactive; i = inactive; ? = inconclusive; . = not tested or not shown; [ ] = remark or other dose. Unless noted, calls come from the whole dose curve; as a rule, active = well fitted curve in the direction sought with a large enough effect; inconclusive = small, poorly fitted or top-dose-only effect, or another doubt; inactive = no such curve, though single readings can be large; an effect the other way counts as inactive or inconclusive. The list is partial; rates above refer to the full screens.

mol	HP1b chromo inh	GLS inhibitor	JMJD2A Tudor inh	PI4K2A inh	Pol eta inh	G9a block	Tb PGK inh	Pin1 inh	BAZ2B inh
CC1CCCCN1S(=O)(=O)c1ccc(C(=O)N2CCOCC2)cc1 (stereo not given)	10%	0%	-6%	4	-4%	56µM*	0%	-3%	18%
CN(C(=O)c1ccc(=O)[nH]c1)C1(C(=O)NC2CCCCC2)CCCCC1	13%	3%	-1%	-5	-10%	6%	-6%	6%	2%
CCN(CC)S(=O)(=O)c1ccc(N2CCOCC2)c(NC(=O)c2cc(C)cc(C)c2)c1	9%	8%	-9%	2	-10%	0%[59 µM]	0%	17%	10%
CCc1cc(=O)oc2cc(C)c(CN3CCCCC3)c(O)c12	-32%	18%	56µM*	?	14µM*	-25%[59 µM]	-11%	?	20µM*
CC(C)N1CCN(Cc2ccc(Sc3nncn3C)o2)CC1CCO (stereo not given)	20%	7%	0%	0	2%	-35%	0%	0%	-1%
CCCc1sc(N/N=C/c2ccccn2)nc1-c1ccc(F)cc1	-20%	13%	45µM*	-1	-23%	-46%[59 µM]	-2%[11.5 µM]	2%	?
CCN(CC)C(=O)CSc1nc2sc(C)c(C)c2c(=O)[nH]1	45%[activator]	-3%	-11%	-16	-16%	-42%[12.7 µM]	i	23%	4%
COC1CCN(C(=O)c2ccc(OC3CCN(CCc4ccccc4)CC3)cc2)CC1	6%	0%	-17%	4	1%	?	10%	-7%	-13%
Cn1c(=O)oc2cc(S(=O)(=O)NCCc3ccccc3)ccc21	37%	7%	-2%	-10	6%	21%	-2%	4%	-1%
CCOc1ccc(OCCC(=O)OCC(=O)Nc2ccc(C)c(S(=O)(=O)N3CCCCC3)c2)cc1	-3%	-18%	-34%	2	-18%	?	-3%	?	-36%
CCC(C(=O)Nc1cc(OC)ccc1OC)n1c(C)c2cnn(-c3ccccc3)c(=O)c2c1C (stereo not given)	-14%	-7%	?	1	-9%	-41%[59 µM]	1%	8%	?
CCN(CC)c1ccc(C=C2C(=O)OC3(CCCCC3)OC2=O)cc1	26%	-3%	-31%	-7	-1%	?	-10%	?	?
Cc1cc(N2CCCC2)ccc1NC(=O)COc1cccc(C(F)(F)F)c1	23%	19%	-28%	-5	-18%	.	i	-4%	-26%
COc1ccc(Br)cc1CN(C)C(C)C(=O)Nc1cc([N+](=O)[O-])ccc1OC (stereo not given)	18%	6%	-22%	0	-15%	-13%	i	7%	-29%
O=C1CC2(CCN(C(=O)c3c(F)cccc3Cl)CC2)Oc2ccccc21	11%	2%	0%	-3	-22%	3%[0.501 µM]	-6%	-2%	9%
COc1cccc(C2=CC(=O)C(C(C)(C)C)N2C(C)(C)C)c1 (stereo not given)	33%	-4%	-15%	0	-20%	.	-12%	7%	.
COc1cc(OC)c2c3c(c(C4CCCCC4)nc2c1)CCCC3	33%	1%	-12%	1	-19%	.	-3%	-3%	.
Fc1ccc(NC(=S)N2CCCCC2)cc1	28%	2%	7%	3	-17%	9%[59 µM]	-30%	-3%	17%
CCCN(c1ccccc1F)S(=O)(=O)c1c[nH]c(C(=O)OC)c1	35%[activator]	-3%	-11%	3	-19%	0%	-6%	-7%	-14%
COCCN(C(=O)c1cccc(OC)c1)c1nnc(-c2ccncc2)s1	?	4%	?	0	-9%	19%	9%	0%	-3%
CC(C)(CN1CCCCC1)NS(=O)(=O)c1ccc(Cl)cc1	1%	25%	-10%	-2	?	-18%[59 µM]	0%	2%	5%
CC(=O)C1=C(Nc2ccc(C)cc2)CC(C)(O)C(C(C)=O)C1c1ccco1 (stereo not given)	2%	12%	-16%	2	-13%	-8%[12.7 µM]	-9%	-6%	79µM*
Cc1ccccc1CC(=O)NCCN1CCOCC1	17%	-5%	-7%	8	-15%	.	-2%	3%	-4%
CCOC(=O)Cc1csc(NS(=O)(=O)c2ccc([N+](=O)[O-])cc2)n1	14%	12%	-20%	7	-9%	5%	-2%	0%	-36%
CCC1Sc2ccccc2N(CC(=O)NCc2ccc(C)cc2)C1=O (stereo not given)	35%	4%	-10%	-1	0%	7%[59 µM]	-2%	9%	3%
CC1CN/C(=C\C(=O)c2ccccc2)C(=O)N1 (stereo not given)	20%	-6%	-1%	-4	-16%	-1%	-5%	0%	-5%
CCc1ccccc1N1C(=O)N(C)c2ccccc2S1(=O)=O	17%	8%	-6%	-1	2%	14%[59 µM]	-7%	-10%	5%
COc1ccc(N(C(=O)c2snc(C(N)=O)c2N)C(C(=O)NC2CCCCC2)c2ccc(C)o2)c(OC)c1 (stereo not given)	9%	-2%	-13%	0	-16%	-15%[59 µM]	0%	3%	?
O=C(NCCCO)c1cc2c(cn1)[nH]c1ccccc12	35%	-4%	-20%	4	6%	9%	i	1%	?
CCCOc1ccccc1C(=O)NC(CO)C(=O)O (stereo not given)	27%	16%	-24%	-5	-3%	-2%[59 µM]	0%	?	6%
COC(=O)c1ccc(NC(=S)N2CCCC2)cc1	37%	-1%	-7%	-3	-10%	7%	i	-2%	-3%
CCOc1ccccc1NC(=O)c1c(Br)cnn1C	23%	12%	1%	1	-13%	25%[59 µM]	3%	5%	36%
Cn1cnnc1SCC(=O)Nc1ccccc1C(=O)NC1CC1	20%	1%	4%	2	?	18%[59 µM]	4%	3%	-8%
O=C(CCSCc1ccc(Cl)cc1)NC1CCCC1	37%	0%	2%	-2	-11%	-3%[59 µM]	5%	5%	-7%
Cc1cccc(N(C(=O)CCC(=O)Nc2ccccn2)C(C(=O)NC(C)C)c2ccc(F)cc2)c1 (stereo not given)	18%	-4%	-5%	4	-6%	5%	-5%	2%	-1%
NC(=O)CC(NC(=O)Cc1ccc(Br)cc1)c1ccc(NC2CCCCCC2)c([N+](=O)[O-])c1 (stereo not given)	29%	-1%	-6%	-1	1%	-29%[12.7 µM]	-5%	?	-11%
CCOc1ccc(NC(=O)CCn2c(=S)oc3ccccc32)cc1	21%	91%[activator]	-6%	-14	-9%	-47%	-8%	0%	9%
COc1ccccc1C(=O)C1CCCN(C(=O)c2cnn(C(C)C)c2)C1 (stereo not given)	42%[activator]	18%	-1%	6	-8%	-2%[0.501 µM]	6%	4%	-6%
CCCCN1C(=O)C(O)(CC(=O)c2ccc(CC)cc2)c2cc(Br)ccc21 (stereo not given)	30%	5%	-12%	-1	-7%	?	-10%	-1%	-3%
Cc1cccc(CC2CC(=O)N(CCc3ccc4c(c3)OCO4)C2=O)c1 (stereo not given)	30%	0%	8%	3	-13%	41%	-7%	2%	19%
COc1ccc(S(=O)(=O)N/N=C(/C)c2ccncc2)cc1OC	45%[activator]	3%	-17%	2	-14%	11µM*	-2%	3%	-24%
COc1ccc(-c2ccnc3nc(-n4cccc4)nn23)cc1	24%	-9%	-17%	-15	-11%	?	i	56%[activator]	-12%
Cc1ccc(S(=O)(=O)n2oc(=O)c(C3CCCCC3)c2N)cc1	-8%	-1%	-17%	-6	-12%	.	-6%	-13%	.

4 compounds already listed, sorted by their value in BAZ2B inh, descending:
mol	HP1b chromo inh	GLS inhibitor	JMJD2A Tudor inh	PI4K2A inh	Pol eta inh	G9a block	Tb PGK inh	Pin1 inh	BAZ2B inh
Cc1cccc(CC2CC(=O)N(CCc3ccc4c(c3)OCO4)C2=O)c1 (stereo not given)	30%	0%	8%	3	-13%	41%	-7%	2%	19%
O=C1CC2(CCN(C(=O)c3c(F)cccc3Cl)CC2)Oc2ccccc21	11%	2%	0%	-3	-22%	3%[0.501 µM]	-6%	-2%	9%
CC(C)(CN1CCCCC1)NS(=O)(=O)c1ccc(Cl)cc1	1%	25%	-10%	-2	?	-18%[59 µM]	0%	2%	5%
CC(C)N1CCN(Cc2ccc(Sc3nncn3C)o2)CC1CCO (stereo not given)	20%	7%	0%	0	2%	-35%	0%	0%	-1%

Sorted by SMILES length (ascending): part of the list above
mol	HP1b chromo inh	GLS inhibitor	JMJD2A Tudor inh	PI4K2A inh	Pol eta inh	G9a block	Tb PGK inh	Pin1 inh	BAZ2B inh
Fc1ccc(NC(=S)N2CCCCC2)cc1	28%	2%	7%	3	-17%	9%[59 µM]	-30%	-3%	17%
CCc1ccccc1N1C(=O)N(C)c2ccccc2S1(=O)=O	17%	8%	-6%	-1	2%	14%[59 µM]	-7%	-10%	5%
Cn1c(=O)oc2cc(S(=O)(=O)NCCc3ccccc3)ccc21	37%	7%	-2%	-10	6%	21%	-2%	4%	-1%
